Screening results deposited in PubChem BioAssay by several laboratories.
HSF-1 act – increases HSF-1 driven luciferase reporter signal; NIH3T3-HGL HSF-1 luciferase reporter, MG132, 8 h; 100% = twice DMSO control signal; activation, % at 9 µM; 1.7% of 300,000 active; AID 504408;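 active = mean replicate activation of at least 50% with a set share of replicates each reaching 50%; inconclusive = only one of those two conditions met; inactive = mean below 50% and too few replicates reaching it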;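 note: 0% = median of the neutral control wells and 100% = twice that signal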
KLF5 inhibitor – suppresses KLF5 promoter-driven expression; DLD-1 KLF5 promoter-luciferase reporter, luminescence; inhibition, % at 5 µM; 0.23% of 290,000 active; AID 1700;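 active = inhibition above a per-plate limit of that plate's mean compound inhibition plus 3 SD, cut at about 60% in these data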;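 note: 0% = DMSO wells and 100% = LY294002 at 200 µM; higher means less KLF5 promoter-driven luciferase light; inactives centre near -14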
GSK3 alpha inh – blocks human GSK-3 alpha kinase; P49840; ADP-Glo luminescence, 60 min; inhibition, % at 10 µM; 0.1% of 320,000 active; AID 2650;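 in the data active = inhibition above about 50%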;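 note: GST-tagged GSK-3 alpha with peptide substrate and 25 µM ATP; 0% = DMSO neutral wells and 100% = GW8510 positive control wells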
Target sequence (P49840 whole entry, looked up): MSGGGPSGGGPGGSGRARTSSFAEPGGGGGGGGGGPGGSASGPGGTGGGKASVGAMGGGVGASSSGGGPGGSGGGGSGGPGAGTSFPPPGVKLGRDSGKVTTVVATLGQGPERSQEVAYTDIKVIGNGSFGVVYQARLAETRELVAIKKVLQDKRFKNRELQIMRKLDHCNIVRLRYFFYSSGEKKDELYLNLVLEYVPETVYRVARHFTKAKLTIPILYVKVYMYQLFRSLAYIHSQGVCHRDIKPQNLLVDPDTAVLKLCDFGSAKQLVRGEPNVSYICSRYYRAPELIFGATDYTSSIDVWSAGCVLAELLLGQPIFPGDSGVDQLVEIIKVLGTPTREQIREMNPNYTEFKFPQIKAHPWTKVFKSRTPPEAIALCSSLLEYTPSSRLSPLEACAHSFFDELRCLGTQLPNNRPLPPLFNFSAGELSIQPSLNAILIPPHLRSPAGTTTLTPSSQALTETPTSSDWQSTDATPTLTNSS
PolyA inh – inhibitors of polyadenylation in S. cerevisiae; 0.02% of 300,000 active; calls only at 12 µM; S. cerevisiae SKY197-pL101 polyadenylation reporter, beta-gal luminescence; efflux-impaired pdr1/pdr3 knockout yeast; score 100 = 6 SD above DMSO;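 active = lowest replicate activity score at least 50, where 100 means six control SD above control mean; inconclusive = lowest score under 50 but half or more replicates reach 50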;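 note: yeast exposed to compound for 9 h at 30 °C; higher score means more reporter readthrough which indicates perturbed polyadenylation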
HSF1 inh – HSF1 inhibition; AID 2098; 0.77% of 300,000 active; NIH3T3-HGL HSE-luciferase, MG132-induced, luminescence 8 h; stronger effect = lower value; activity change, negative = inhibition, % at 7.5 µM (by protocol);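 active = more than half of replicate wells show activity change below -50%, luminescence cut by over half; inconclusive = some wells, but at most half, below -50%; inactive = no replicate well below -50%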;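 note: luciferase reports HSF-1 transcriptional activity via heat shock element; 0% = median of DMSO wells and -100% = zero luminescence signal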
aSyn UTR inh – 5' untranslated region of α-synuclein, MLPCN primary screen; inhibition, % (tested at 7.5 µM); alpha-synuclein 5'UTR reporter, inhibitor activity; 0.82% of 300,000 active; AID 1813; in the data active = inhibition above about 60%; inconclusive = no clear call, values can overlap the other calls;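 note: H4 neuroglioblastoma cells stably carrying SNCA 5'UTR luciferase fusion; 0% = DMSO wells and 100% = positive control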
AI-2 QS modul – modulators of Vibrio harveyi AI-2 quorum sensing system. 0.4% of 300,000 active. AID 2094. activity change, % at 7.5 µM. Vibrio harveyi JMH597 AI-2 luminescence/OD600 ratio, 9 h; stronger effect = lower value; strain lacks LuxN and CqsS sensors; 0 = neutral-control median; in the data active = activity change below about -75%, passing the limit was not always enough; inconclusive = no clear call, values can overlap the other calls;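 note: luminescence divided by OD600 gain over 9 h not by final OD600 alone; inactives centre near 13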
HSP90 inh – HSP90 refolding inhibition in rabbit reticulocyte lysate; 0.91% of 290,000 active; AID 1789; inhibition, % at 5.6 µM; luciferase refolding luminescence, 3 h;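 active = inhibition above the screen-wide mean plus 3 SD, computed separately per campaign, cut at about 16% in these data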;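 note: 0% = DMSO wells and 100% = 60 µM geldanamycin wells; inhibitors lower the luminescence because luciferase stays unfolded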
GSK3beta inhib – inhibitors of human GSK3beta kinase; P49841; GST-GSK3beta kinase, ADP-Glo luminescence, 60 min; stronger effect = lower value; activity score (negative = inhibition), % at 10 µM; 0.038% of 300,000 active; AID 2097;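 active = more than half of replicate wells score below -50%, meaning over 50% inhibition versus plate controls; inconclusive = some replicates but at most half score below -50%; inactive = no replicate scores below -50%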;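 note: 0% = median DMSO wells and -100% = median GW8510 positive control wells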
Target sequence (P49841 whole entry, looked up): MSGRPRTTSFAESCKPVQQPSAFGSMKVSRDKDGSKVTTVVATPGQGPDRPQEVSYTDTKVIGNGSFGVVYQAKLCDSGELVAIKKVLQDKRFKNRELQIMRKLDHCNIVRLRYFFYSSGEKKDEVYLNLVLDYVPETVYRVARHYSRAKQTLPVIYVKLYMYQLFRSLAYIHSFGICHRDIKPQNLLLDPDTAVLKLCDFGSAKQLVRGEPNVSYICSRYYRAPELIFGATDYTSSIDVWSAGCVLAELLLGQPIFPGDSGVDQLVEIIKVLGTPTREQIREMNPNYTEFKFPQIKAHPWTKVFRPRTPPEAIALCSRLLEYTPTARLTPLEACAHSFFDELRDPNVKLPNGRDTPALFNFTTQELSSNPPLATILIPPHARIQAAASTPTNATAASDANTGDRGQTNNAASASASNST
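Test system – GST-tagged human GSK3beta kinase, cell-free · Incubation – 60 min enzyme reaction, room temperature · Signal – ADP-Glo luminescence · Also added – peptide substrate and ATP at 25 µM · Controls – DMSO neutral wells and GW8510 at 20 µM as positive · Buffer or medium – Tris/MgCl2 kinase buffer · Measure – Luminescence-derived activity versus plate DMSO and GW8510 wells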
IEC-6 tox – counter-screen for KLF5 inhibitors: cytotoxicity in IEC-6 cells. IEC-6 cytotoxicity, luminescence viability. 0.78% of 290,000 active. inhibition, % at 5 µM; in the data active = inhibition above about 22%;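 note: 0% = plate median of test compound wells and 100% = cytotoxic reference compound wells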
* = called active by the depositor; i = inactive; ? = inconclusive; · = not tested or not shown.

#1 C#CCNC(=O)C1=C[C@H](c2ccc3c(c2)OCO3)C[C@H](OCc2ccc(CO)cc2)O1
#2 CCc1ccc(OCCCC(=O)NCc2ccccc2)cc1
#3 COc1ccc(CC2(CO)CCN(Cc3c(C)nn(C(C)C)c3C)CC2)cc1
#4 Cc1ccc2c(n1)sc1c(N)ncnc12
#5 COc1ccc(NC(=O)c2cc(C)nc3ccccc23)cc1S(=O)(=O)Nc1ccccc1Cl
#6 CCCCN(CC)CCNC(=O)c1cn(C)c(=O)c2c1c1ccccc1n2C
#7 O=C(CCN1C(=O)c2ccc(Br)cc2C1=O)NC1CCCCC1
#8 COc1ccc(CNC(=O)C2CC(=O)N(C3CCCC3)C2)cc1 (centres undefined)

entry no.,1,2,3,4,5,6,7,8
HSF-1 act,0,-9,-1,-13,-2,12,3,-6
KLF5 inhibitor,-6,-23,-11,-9,-8,-21,-31,-33
GSK3 alpha inh,1,-1,2,-5,-2,0,1,1
PolyA inh,i,i,i,i,i,i,i,i
HSF1 inh,5,-12,-2,-10,7,1,3,-3
aSyn UTR inh,4,19,-10,32,25,-23,7,-1
AI-2 QS modul,23,-10,8,10,16,10,22,23
HSP90 inh,5,-4,-3,2,1,-3,-2,-2
GSK3beta inhib,1,0,-1,-4,3,2,1,2
IEC-6 tox,4,-9,-1,0,-3,-1,-2,-3

#9 Cc1cccc(NC(=O)c2cc3ccccc3nc2C)c1
#10 c1ccc(-n2nc3c(ccc4cnnc43)[nH]2)cc1
#11 CCOC(=O)c1cc(-c2ccccc2)nn1Cc1cc(CC)no1
#12 CC(C)N(C)S(=O)(=O)c1ccc(Cl)c(C(=O)O)c1
#13 O=C(CSc1nncn1-c1ccccc1)N1CCCC1
#14 COc1ccc(N2CCN(Cc3nnc(-c4ccccc4)o3)CC2)cc1
#15 CCn1c(=O)oc2cc(NC(=O)CCl)ccc21
#16 Cc1cc(C)cc(NC(=O)c2ccccc2NC(=O)CCC(=O)O)c1

entry no.,9,10,11,12,13,14,15,16
HSF-1 act,-4,33,10,-38,3,10,18,8
KLF5 inhibitor,-5,-97,·,-17,-20,-11,20,-8
GSK3 alpha inh,0,-3,2,-2,3,1,0,1
PolyA inh,i,i,i,i,i,i,i,i
HSF1 inh,0,38,7,-23,-6,2,1,-4
aSyn UTR inh,-27,-129,-100,3,-5,-5,-104,-27
AI-2 QS modul,-54,18,13,11,18,45,-22,12
HSP90 inh,0,-3,·,5,2,-3,-1,-6
GSK3beta inhib,1,3,-2,-1,0,2,-2,1
IEC-6 tox,9,10,·,-1,-1,-2,0,4

An excerpt from above, limited to AI-2 QS modul, KLF5 inhibitor and PolyA inh:
no.	SMILES	AI-2 QS modul	KLF5 inhibitor	PolyA inh
13	O=C(CSc1nncn1-c1ccccc1)N1CCCC1	18	-20	i
14	COc1ccc(N2CCN(Cc3nnc(-c4ccccc4)o3)CC2)cc1	45	-11	i
15	CCn1c(=O)oc2cc(NC(=O)CCl)ccc21	-22	20	i
16	Cc1cc(C)cc(NC(=O)c2ccccc2NC(=O)CCC(=O)O)c1	12	-8	i

Other entries.
#17 N#Cc1sc2nc(-c3cccs3)cc(-c3ccccc3)c2c1N
#18 CCCC(=O)Nc1ccc(NC(=O)c2ccccn2)cn1
#19 O=C(NCCCO)C(=O)NCCc1ccc(Cl)cc1
#20 Cc1nn(CC(=O)NNC(=S)NCC2CCCO2)c(C)c1Br (centres undefined)
#21 O=C(Nc1ccc(C(=O)N2CCCCC2)cc1)c1ccccc1Cl
#22 O=C(Nc1cnn(Cc2ccc(Cl)cc2)c1)c1cnccn1
#23 Cc1ccc(C)c(NC(=O)CN(C)C(=O)c2cc3c(s2)CCCCC3)c1
#24 COc1ccccc1NC1=NC2(CCCC2)N=C(N)N1

entry no.,17,18,19,20,21,22,23,24
HSF-1 act,13,41,7,-11,-3,-14,1,4
KLF5 inhibitor,-32,-93,-12,-14,-26,-9,·,-29
GSK3 alpha inh,-4,1,-4,-2,-1,6,-2,-2
PolyA inh,i,i,i,i,i,i,i,i
HSF1 inh,6,8,2,-2,0,2,-1,-7
aSyn UTR inh,-17,-55,-6,3,1,-20,0,-13
AI-2 QS modul,14,25,15,20,16,-96*,29,10
HSP90 inh,-3,8,2,-6,-4,2,·,3
GSK3beta inhib,1,0,4,4,3,0,-1,2
IEC-6 tox,-12,9,-3,-2,-2,6,·,0

#25 COC(=O)C1=C(C(=O)OC)[C@@H]2N(C)c3ccc(OC)cc3[C@@]23C[C@@H](C(=O)OC)N=C3N1
#26 Nc1ccc(S(=O)(=O)NNC(=O)C(=O)NNc2ccccn2)cc1
#27 COCCNC(=O)c1ccc(NC(C)=O)cc1
#28 Cc1ccc(-n2cnc(N)c2C(=O)c2cccc([N+](=O)[O-])c2)cc1
#29 Cn1nc(C(F)(F)F)c2cc(C(=O)Nc3ccc(F)cc3)sc21
#30 CCC(=O)N(Cc1ccco1)c1nc(-c2ccccc2)cs1
#31 Clc1ccc(SCCCN2CCCCC2)cc1
#32 Cc1ccc(N2C(=O)CC(Cn3nc(C)cc3C)C2=O)cc1 (centres undefined)

entry no.,25,26,27,28,29,30,31,32
HSF-1 act,7,33,-16,-10,24,14,0,-1
KLF5 inhibitor,·,2,-1,-5,-21,-29,-29,-13
GSK3 alpha inh,-2,-4,-26,33,-2,1,-2,2
PolyA inh,i,i,i,i,i,i,i,i
HSF1 inh,-4,8,2,-15,8,0,-1,-4
aSyn UTR inh,7,-3,11,-4,3,-28,-26,1
AI-2 QS modul,16,115,4,-13,12,6,13,16
HSP90 inh,·,2,9,-3,4,-1,-4,2
GSK3beta inhib,3,3,-5,-12,3,-2,2,-1
IEC-6 tox,·,0,1,-4,2,4,-2,3

#33 COc1cccc2cc(C(=O)N(Cc3ccccc3)CC3CCCO3)c(=O)oc12 (centres undefined)
#34 Cc1c(C(=O)NCCC2=CCCCC2)cccc1[N+](=O)[O-]
#35 O=C(N/N=C/C1CCCCC1)c1ccccc1-n1cccc1
#36 CC1CCCC/C1=N\Nc1ccc(S(N)(=O)=O)cc1[N+](=O)[O-] (centres undefined)
#37 CC1=NN(C(=O)c2ccccc2Cl)C(O)(c2cccnc2)C1 (centres undefined)
#38 NS(=O)(=O)c1ccc(NC(=O)COc2ccc(Cl)cc2)cc1
#39 O=C(NC1CC1)C1=C[C@@H](c2ccc3c(c2)OCO3)C[C@@H](OCc2ccc(CO)cc2)O1
#40 CC(/C=C/c1ccc(N(C)C)cc1)=N/N=C1/NC(=O)CC(C(=O)Nc2ccc(Cl)cc2)S1 (centres undefined)

entry no.,33,34,35,36,37,38,39,40
HSF-1 act,16,44,-6,68*,-11,20,-2,2
KLF5 inhibitor,-11,-64,·,-13,10,-17,-1,-31
GSK3 alpha inh,0,5,·,-1,-4,0,-4,-1
PolyA inh,i,i,i,i,i,i,i,i
HSF1 inh,-4,23,-2,44,-7,-7,3,-4
aSyn UTR inh,-31,-90,3,-34,2,0,-6,-45
AI-2 QS modul,12,6,9,-1,17,1,-1,39
HSP90 inh,0,-3,·,0,-1,-1,0,1
GSK3beta inhib,1,3,0,5,1,-1,-1,-3
IEC-6 tox,8,-2,·,-4,4,-9,-2,1

#41 O=C(Nc1cc(C(F)(F)F)ccc1N1CCOCC1)C1=COCCO1
#42 CCOCCCNC(=S)N1CCC(C(=O)c2ccc(C)cc2)CC1
#43 O=C(Nc1nonc1-c1ccc(Cl)cc1)c1ccccc1
#44 COC(=O)c1cc2occc2n1Cc1nc(-c2ccccc2Cl)oc1C
#45 Cc1cc(=O)[nH]c(SCC(=O)Nc2ccc(Br)cc2)n1
#46 Cc1cccc(N2CCN(C(=O)c3cccc(S(=O)(=O)N4CCc5ccccc5C4)c3)CC2C)c1 (centres undefined)
#47 Cc1cccc(C)c1NC(=O)CSc1ccc([N+](=O)[O-])cn1
#48 CC(=O)c1cnc(-c2ccccc2Cl)s1

entry no.,41,42,43,44,45,46,47,48
HSF-1 act,-18,-10,16,10,3,-17,0,-22
KLF5 inhibitor,·,-8,-23,-9,-30,-23,12,-24
GSK3 alpha inh,-2,1,0,-1,-1,-2,-2,2
PolyA inh,i,i,i,i,i,i,i,i
HSF1 inh,3,3,8,2,2,-2,1,-1
aSyn UTR inh,-1,4,14,14,9,35,1,-82
AI-2 QS modul,24,10,1,18,2,54,24,6
HSP90 inh,·,0,-2,3,0,2,-2,-2
GSK3beta inhib,2,-2,-4,2,4,0,0,-8
IEC-6 tox,·,2,-2,-6,-1,-2,9,2

#49 CCCNC(=O)CCn1cc(-c2ccc(OC)cc2)nc1CCN
#50 Oc1ccc(Nc2nc(-c3ccc4ccccc4c3)cs2)cc1
#51 Cc1nc([N+](=O)[O-])c(C(=O)OCc2ccccc2Br)n1C
#52 Cc1cccc(OCC(=O)NC(=S)Nc2ccccc2N2CCOCC2)c1
#53 NC(=O)c1ccsc1N
#54 O=c1ccc(-c2ccc(S(=O)(=O)N3CCN(c4ccccc4)CC3)o2)n[nH]1
#55 O=C(N/N=C/c1ccccn1)c1cc(-c2ccc(Br)cc2)nc2ccccc12
#56 CC(=O)Nc1ccc(S(=O)(=O)N(C)CC(=O)N/N=C/c2cccs2)cc1

entry no.,49,50,51,52,53,54,55,56
HSF-1 act,-10,-2,-4,8,-10,-4,169*,-15
KLF5 inhibitor,·,-190,-6,9,-3,14,-3,-20
GSK3 alpha inh,2,1,-2,2,25,0,6,0
PolyA inh,i,i,i,i,·,i,i,i
HSF1 inh,-8,-7,-2,-7,-2,-3,174,-7
aSyn UTR inh,-40,-210,24,-13,15,-5,20,8
AI-2 QS modul,7,-23,20,15,13,17,11,30
HSP90 inh,·,-3,3,0,3,-1,1,2
GSK3beta inhib,1,-2,4,-2,-9,2,1,1
IEC-6 tox,·,4,-5,-1,-1,-5,2,7

#57 CC(C)(C)NS(=O)(=O)c1ccc(NS(=O)(=O)c2ccc(F)cc2)cc1
#58 COCCN(CCOC)S(=O)(=O)c1ccc(C(=O)Nc2nc(-c3ccncc3)cs2)cc1
#59 CCCOC(=O)Nc1ccc(C(N)=O)cc1
#60 CC(C)=CCN1CCN(Cc2ccc3nsnc3c2)CC1CCO (centres undefined)

entry no.,57,58,59,60
HSF-1 act,-5,·,22,0
KLF5 inhibitor,-29,-92,-28,-45
GSK3 alpha inh,12,1,3,-4
PolyA inh,i,·,i,i
HSF1 inh,-2,·,2,-1
aSyn UTR inh,-4,·,-15,2
AI-2 QS modul,29,·,?,11
HSP90 inh,-3,0,2,-4
GSK3beta inhib,2,·,4,3
IEC-6 tox,2,7,-2,-4

This is a subset; the hit share may differ from the screen's.
